Assay outcomes (PubChem BioAssay)
RECQ1 helicase: inhibitors of human RECQ1 DNA helicase | RECQ1 DNA unwinding, red fluorescence kinetic read | Potency, µM (titrated, usually from 57.3 µM), inactives show at the highest dose activity, negative = inhibition, usual class: inhibitors | 0.54% of 240,000 active;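 also: plate controls were vehicle for no effect and no enzyme for full effect; nearly all actives have a fitted effect of over 30% in size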
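50 nM RECQ1T1 preincubated 15 min with compound in Tris pH 8.0 buffer with MgCl2, DTT, Tween-20 and 2.5 ug/ml poly(dI-dC); started with 200 nM TAMRA/BHQ-2 forked duplex and 2 mM ATP. Unwinding read as fluorescence (525/598 nm), two reads 2 h apart.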
TR SRC2 fluor cs: Texas Red fluorescence interference in TRb-SRC2 counter-screen | TRb/SRC2 Texas Red total fluorescence interference | Potency, µM (titrated, usually from 106 µM), for the others: top-dose fluorescence change, negative = quenching | 0.29% of 280,000 active; active = well fitted curve in either direction with a large enough effect; inconclusive = small, poorly fitted or top-dose-only effect; also: % is scaled to controls: 0 for no effect and ±100 for the full control effect
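Human TRb ligand-binding domain at 0.6 uM with 20 nM Texas Red SRC2 peptide in Tris buffer containing 1 uM T3 and 5% DMSO, incubated with compound 5 h at ambient temperature. Total fluorescence (555/632 nm) calculated as parallel + 2 × perpendicular.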
HTT ATP protect: protects HTT-Q103 PC12 cells, measured by ATP; PC12 HTT-Q103 induced, cytoprotection, ATP luminescence, 40 h; Potency, µM (series often up to 56.4 µM), for inactives: cytoprotection (ATP increase), actives largely listed as activators; 0.14% of 230,000 active; AID 1471;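 also: % of control where 0% means no effect; nearly all actives have a fitted effect of over 45% in size; toxic huntingtin expression switched on by the ecdysone agonist tebufenozide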
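Huntington model: PC12 line, ecdysone-inducible HTTQ103 exon1–GFP, tebufenozide 100 nM. Test articles in a dose series. Endpoint luminescence from cellular ATP.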
Tau fibril FP: blocks human tau fibril formation measured by polarization; P10636; K18 P301L tau heparin fibrillization, Alexa594 FP, 6 h; Potency, µM (highest dose often 57.7 µM), for inactives: top-dose activity, negative = inhibition, usual class: inhibitors; 0.39% of 280,000 active; AID 1468; also: % is scaled to controls: 0 for no effect and ±100 for the full control effect; nearly all actives have a fitted effect of over 55% in size
Target sequence (P10636 561-689 P618L limits assumed): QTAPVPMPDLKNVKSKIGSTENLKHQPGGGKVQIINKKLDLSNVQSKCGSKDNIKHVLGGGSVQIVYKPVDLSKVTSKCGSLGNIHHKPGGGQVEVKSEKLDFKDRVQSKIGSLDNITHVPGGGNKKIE
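Heparin (20 uM) drove fibril formation of recombinant tau K18 P301L, 15 uM unlabeled with 0.24 uM Alexa 594 label, for 6 hr at 37 C in 100 mM sodium acetate pH 7. Fluorescence polarization (555/632 nm) read 1 hr after 30 uM ThT.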
Tau fibril ThT: tau fibrillization inhibition (ThT binding) | recombinant tau K18 P301L, heparin-induced fibrillization, ThT fluorescence | P10636 | 2.1% of 270,000 active | Potency, µM (highest dose often 57.4 µM), without a hit: top-dose activity, negative = inhibition, most hits filed as inhibitors; also: % is scaled to controls: 0 for no effect and ±100 for the full control effect; nearly all actives have a fitted effect of over 55% in size
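Using a mix of unlabeled (15 uM) and Alexa 594-labeled (0.24 uM) tau K18 P301L, heparin-triggered fibrillization over 6 hr at 37 C was scored by ThT fluorescence.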
L3MBTL1 block: inhibitors of human L3MBTL1. AlphaScreen L3MBTL1–H3K9me1 peptide binding. Potency, µM (top dose mostly 57.1 µM), inactives show at the highest dose activity, negative = inhibition, actives largely listed as inhibitors. 0.66% of 230,000 active; also: % is scaled to controls: 0 for no effect and ±100 for the full control effect; nearly all actives have a fitted effect of over 60% in size
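First, the protein-peptide complex forms for 30 min at room temperature (L3MBTL1 50 nM, biotinylated H3K9me1 peptide 75 nM). Next, compounds are pin-transferred and incubated 30 min. Finally, AlphaScreen beads are added and read after 30 min.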
TRb-SRC2 inh: inhibitors of human thyroid hormone receptor beta-SRC2 interaction; P10828; TRbeta-SRC2 peptide binding, fluorescence polarization; receptor liganded with 1 µM T3; Potency, µM (doses to about 106 µM), without a hit: top-dose activity change, negative = inhibition, actives largely listed as inhibitors; 0.065% of 280,000 active;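 also: plate controls were bound peptide for no effect and peptide without receptor for full effect; nearly all actives have a fitted effect of over 50% in size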
Target sequence (P10828 whole entry, looked up): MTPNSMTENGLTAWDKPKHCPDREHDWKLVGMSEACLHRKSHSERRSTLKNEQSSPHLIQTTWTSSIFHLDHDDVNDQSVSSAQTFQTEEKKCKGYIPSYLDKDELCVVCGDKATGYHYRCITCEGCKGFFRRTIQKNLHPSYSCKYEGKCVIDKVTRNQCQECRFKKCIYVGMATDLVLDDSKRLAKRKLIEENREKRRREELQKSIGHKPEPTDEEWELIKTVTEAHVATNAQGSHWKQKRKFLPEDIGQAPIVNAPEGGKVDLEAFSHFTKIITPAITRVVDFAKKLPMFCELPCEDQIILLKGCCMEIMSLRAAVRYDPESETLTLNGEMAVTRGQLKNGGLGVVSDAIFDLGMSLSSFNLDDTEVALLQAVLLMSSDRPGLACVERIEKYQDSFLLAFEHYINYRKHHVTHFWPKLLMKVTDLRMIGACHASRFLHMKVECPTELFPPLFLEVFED
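TRb LBD 0.6 uM + Texas Red SRC2 peptide 20 nM, 1 uM T3, Tris buffer w/ 5% DMSO; compound pinned, 5 h RT; FP read ex 555/em 632; normalized to unbound and bound controls.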
Tau fluor counter: counter-screen for tau fibril formation inhibitors; tau K18 P301L (four-repeat tau fragment) Alexa594 fluorescence, heparin fibrillization; Potency, µM (highest dose often 57.7 µM), for the others: at the highest dose activity change, negative = decrease; 0.93% of 280,000 active; AID 1463; also: % is scaled to controls: 0 for no effect and ±100 for the full control effect; nearly all actives have a fitted effect of over 55% in size
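Human K18 P301L tau (15 uM unlabeled plus 0.24 uM Alexa 594-labeled, final) in 100 mM sodium acetate pH 7 was mixed with compound and 20 uM heparin and incubated 6 hr at 37 C.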
* = called active by the depositor; i = inactive; ? = inconclusive; . = not tested or not shown; & = joins results of further samples; [ ] = dose if it differs, or a comment. Unless noted, calls follow the shape of the dose curve; as a rule, active = well fitted curve in the direction sought with a large enough effect; inconclusive = small, poorly fitted or top-dose-only effect, or another doubt; inactive = no such curve, though single readings can be large; an effect the other way counts as inactive or inconclusive. Potency is read from the fitted curve at half-maximal effect.

| Structure | TRb-SRC2 inh | HTT ATP protect | TR SRC2 fluor cs | RECQ1 helicase | Tau fibril FP | Tau fibril ThT | Tau fluor counter | L3MBTL1 block |
| --- | --- | --- | --- | --- | --- | --- | --- | --- |
| CN(C)S(=O)(=O)c1cccc(N=C2SCCN2Cc2ccccc2)c1 | -2% | 3%[10 µM] | -2% | -7% | -8% | -7% | -22% | . |
| Cn1c(=O)[nH]c(=O)c2c1nc(N1CCCCC1)n2C/C=N/Nc1ccc(C(=O)O)cc1 | -8% | 11%[10 µM] | -6% | -2% | -3% | -10% | -12% | -8% |
| CC1CCC(C(=O)O)NC1c1ccc(C#CCN(C)C)cc1 (stereo unspecified) | -3%[11.2 µM] | 5%[10 µM] | -6%[11.2 µM] | -4%[11.5 µM] | 5%[11.6 µM] | 3%[11.5 µM] | 1%[11.6 µM] | . |
| COc1ccccc1CNCc1cc(OC)c(OC)cc1OC | -1% | 10% | 2% | 3% | 5% | 4% | 6% | . |
| O=C(NCc1cccc(Cl)c1)c1cnc(N2CCCCC2)c2ccccc12 | 0% | . | -1% | . | -1% | -17% | -22% | . |
| CC(Cl)C(=O)c1c(N)n(C)c(=O)n(C)c1=O (stereo unspecified) | -16% | 11% | 3% | -5% | 7% | -7% | -1% | . |
| CC(NS(=O)(=O)c1ccc(Br)cc1)C(=O)NCc1ccc2c(c1)OCO2 (stereo unspecified) | -3% | 3% | -1% | -2% | -2% | -2% | -5% | -1%[11.4 µM] |
| COc1ccc(-c2cnc(-c3cccnc3)o2)cc1 | -1% | -112%[inhibitor] | -1% | 1% | -7% | -14% | -10% | . |
| COCCCN1C(=O)C(=O)/C(=C(/O)c2ccc(OC(C)C)cc2)C1c1cccnc1 (stereo unspecified) | -18% | -7% | 5% | i | 9% | -7% | 2% | 7% |
| Cn1nc(-c2ccccc2)c(C(=O)Nc2ccc(C(F)(F)F)cc2)c1Cl | -7% | -30% | -1% | i | -5% | -8% | -4% | -1% |
| COc1ccc(C(CNC(=O)COc2ccccc2OC)N(C)C)cc1OC (stereo unspecified) | 2% | -13% | -4% | i | -3% | -4% | -7% | -3% |
| O=C(COc1cc(Cl)c(Cl)cc1Cl)Nc1cccc(O)c1 | -4% | 14%[10 µM] | 1% | 1% | -6% | 0% | -15% | . |
| CC(C)n1c(/C=C\[C@@H](O)C[C@@H](O)CC(=O)O)c(-c2ccc(F)cc2)c2ccccc21 | -2%[53 µM] | -234%[inhibitor][17.1 µM] | -3%[53 µM] | -2%[25.9 µM] | . | . | . | . |
| COc1cc2c(cc1NC(=O)COc1ccc(Cl)cc1)oc1ccccc12 | 1% | . | -9% | . | -9% | -15% | -12% | . |
| Cc1ccc(C(=O)COC(=O)CNC(=O)c2ccc(N3C(=O)c4ccccc4C3=O)cc2)cc1C | 3% | 11%[10 µM] | -2% | -1% | -2% | -17% | -11% | 2% |
| COc1cc(-c2nnc(SCC(=O)Nc3cc(C)on3)n2C)cc(OC)c1O | -1% | -12% | -1% | -1% | 3% | -13% | 0% | 0% |
| COc1ccc(-c2nnc(SCC(=O)Nc3ccc(C)cc3)n2C)cc1 | -1% | 12%[10 µM] | -8% | i | 6% | ? | -3% | -1% |
| Cc1cc(C)cc(N2CCCn3c2nc2c3c(=O)n(CC(=O)OCc3ccccc3)c(=O)n2C)c1 | 3% | 18%[0.074 µM] | -3% | i | 10% | -9% | -5% | ? |
| CC1CCN(c2ccc(C(=O)O)cc2)CC1 | 5% | -12%[10 µM] | 2% | 0% | 1% | -5% | -2% | . |
| S=c1[nH]nc(Cc2ccc(Cl)cc2)o1 | -12% | 7%[10 µM] | 2% | i | -11% | . | -5% | . |
| O=C(O)c1ccoc1CN1CCCCC1 | 0% | 5%[10 µM] | 2% | 0% | 2% | -2% | -2% | 50%[activator] |
| COc1ccc(CCC(=O)NCc2nc3cccnc3n2Cc2ccccc2)cc1 | 1% | . | -4% | . | 5% | 4% | -3% | . |
| COc1ccc(C2(c3ccc(O)cc3O)CC(c3ccccc3Cl)NC(=S)N2)cc1 (stereo unspecified) | 0% | 34% | -2% | -23% | -3% | -2% | -28% | -9% |
| CCOC(=O)c1ccc(Cl)c(NC(=O)c2cccnc2)c1 | 3% | 0%[10 µM] | -7% | i | 6% | 0% | -1% | 8% |
| CCOC(=O)c1c(C)oc2nc(C)nc(Nc3cc(C)cc(C)c3)c12 | -5% | . | -1% | . | -3% | 0% | 1% | . |
| Cc1cc(C)c2c(=O)c3c(oc2c1)C(=O)N(Cc1ccco1)C3c1ccc(F)cc1 (stereo unspecified) | -5% | . | 0% | . | 4% | 3% | 3% | . |
| Cc1c(N)cccc1N | -1% | -67%[inhibitor] | 0% | -8% | . | . | . | -8% |
| O=C1CC(c2cccs2)c2ccc3ccccc3c2N1 (stereo unspecified) | -4% | -11% | -1% | i | -4% | -13% | -12% | -9% |
| CC(=O)c1cccc(NC(=O)C2CCN(S(=O)(=O)c3ccc4c(c3)oc(=O)n4C)CC2)c1 | -1% | . | -1% | . | -1% | 11% | 0% | . |
| Cn1cccc1Cc1nnc(SCC(=O)N2CCc3ccccc32)n1-c1ccc(F)cc1 | 10% | 14% | -1% | -13% | -5% | -11% | -7% | -8% |
| Cc1ccc(-n2c(=O)c3c4c(sc3n(CC(=O)C(C)(C)C)c2=O)CCCCC4)cc1C | 4% | . | -12% | . | -12% | -2% | -8% | . |
| Cc1ccccc1C(=O)Nc1cc2c(cc1N1CCCCC1)n(C)c(=O)n2C | -10% | . | -4% | . | -2% | ? | -23% | . |
| CCC1=C2CC[C@H]3C(=O)N(CC(=O)OC)C(=O)[C@H]3[C@H]2[C@@]2(C)C(=O)N(Cc3ccccc3)C(=O)N2C1=O | -2% | -51%[inhibitor] | -2% | -7% | -1% | 0% | -2% | . |
| C#CCSc1nnnn1-c1ccc(OCC)cc1 | -4% | -28%[10 µM] | -3% | -7% | 1% | ? | 0% | 17% |
| CSc1ccc(-c2nnn(CC(=O)NCc3ccccc3)n2)cc1 | ? | -16% | 1% | -13% | -14% | -2% | -8% | -28%[11.4 µM] |
| COc1ccc([N+](=O)[O-])cc1N(CC(=O)N1CCCCC1)S(C)(=O)=O | -6% | -33%[inhibitor] | -6% | -7% | 2% | -1% | -2% | -1% |
| COc1ccc(Nc2oc(/C=C/c3ccccc3OC)nc2C#N)cc1 | -8% | . | -2% | . | -3% | -3% | ? | . |
| Cc1ccc(NC(=O)COC(=O)CNC(=O)c2ccc(C)s2)cc1 | -2% | -31%[inhibitor] | 1% | -15% | -4% | 0% | 2% | 16% |
| O=C(CSc1nc2ccccc2c(=O)n1-c1cccc(C(F)(F)F)c1)NC1CC1 | -5% | -9% | 0% | -3% | 4% | -9% | -13% | . |
| Cc1ccccc1Nc1nnc(-c2ccc(C)c(S(=O)(=O)N3CCN(C)CC3)c2)c2ccccc12 | 0% | . | 2% | . | 6% | -5% | -2% | . |
| COc1ccc(-c2cc(CS(=O)(=O)c3ccccc3)on2)cc1 | -1% | -6%[10 µM] | 0% | 14% | -1% | -14% | -12% | 6% |
| CC(=O)c1ccc(NC(=O)CSc2nc(=O)n(Cc3ccccn3)c3c2CCC3)cc1 | -6% | . | 0% | . | -7% | -3% | 3% | . |
| COc1ccc(-n2c(=O)c3c4c(sc3n(CC(=O)Nc3cc(C)[nH]n3)c2=O)CCCC4)c(OC)c1 | 0% | -13% | 0% | -8% | -10% | -11% | -24% | . |
| N#CC1=C(N)Oc2c(oc(CO)cc2=O)C1c1ccsc1 (stereo unspecified) | -12% | -6%[10 µM] | 1% | -8% | -9% | -16% | -7% | . |
| O=S(=O)(c1ccc2oc3ccccc3c2c1)N1CCOCC1 | -12% | 23% | -2% | -10% | -2% | -6% | -9% | . |
| CCN1C(=O)/C(=C2/C=CC=CN2C)OC1=S | 1% | -14%[10 µM] | 1% | -3% | -2% | -11% | 0% | -4% |
| CCOc1ccc(Nc2c(S(=O)(=O)c3ccccc3)cnc3ccccc23)cc1 | -4% | . | 2% | . | 6% | ? | -28% | . |
| CCCN(C(=O)Cn1nc(Cc2ccncc2)c2ccccc2c1=O)c1ccccc1C | -9% | . | -1% | . | 0% | -12% | -10% | . |
| O=C(c1cccc(C(=O)N2CCN(Cc3ccccc3)CC2)c1)N1CCN(Cc2ccccc2)CC1 | -18% | 32% | 0% | -3% | -1% | -11% | 6% | ? |
| C=CCN(c1ccccc1C(=O)O)S(=O)(=O)c1ccc(C)cc1 | -7% | -15%[10 µM] | -6% | -14% | 3%[2.34 µM] | 6% | 17%[2.34 µM] | 49%[activator] |
| CCOC(=O)C1(Cc2ccc(Cl)cc2)CCN(C(=O)c2sc(C)nc2C)CC1 | 3%[53 µM] | 6%[10 µM] | 1%[53 µM] | i | 8% | 1% | 9% | 2% |
| O=c1c2ccccc2nc2c3ccccc3c(Cl)nn12 | 6% | 3%[10 µM] | 0% | 13% | 6% | 8% | 9% | -13% |
| CN(Cc1nc(-c2ccc(Cl)cc2)no1)S(=O)(=O)c1ccccc1 | -5% | . | 0% | . | -6% | -7% | -29% | . |
| Cc1ccc(S(=O)(=O)N2CCC(O)(c3cccnc3)CC2)cc1 | 8% | -2% | 1% | -2% | 4% | -4% | -5% | . |
| Cc1ccc(C(=O)N2CCc3cc(CNC(=O)c4ccc(Br)cc4)ccc32)cc1 | -8% | . | -4% | . | -1% | -15% | -17% | . |
| CCCCCCCCCCCCCCCC(=O)N[C@H](CN1CCOCC1)[C@H](O)c1ccccc1 | 2%&4% | -34%&9% | -3%&-1% | -3% | 3%&9% | -1%&0% | 3%&7% | . |

This is a subset; rates above refer to the full screens.
